N370S GC = inhibits or activates N370S mutant glucocerebrosidase; P04062; N370S GC spleen homogenate, 4MU-glucoside fluorescence; Potency, µM (titrated, usually from 59.4 µM), for the others: top-dose activity change, negative = inhibition, hits mostly inhibitors; hit rate 0.092% among 330,000; AID 2101;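 note: 0% = full enzyme activity and -100% = no enzyme basal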
KAT2A inh = blocks human GCN5L2 histone acetyltransferase. Q92830. GCN5L2 HAT assay, ThioGlo1 CoA-SH fluorescence. hit rate 0.21% among 390,000. AID 504327. Potency, µM (titrated, usually from 58.9 µM), without a hit: top-dose activity change, negative = inhibition, usual class: inhibitors
Target sequence (Q92830 whole entry, looked up): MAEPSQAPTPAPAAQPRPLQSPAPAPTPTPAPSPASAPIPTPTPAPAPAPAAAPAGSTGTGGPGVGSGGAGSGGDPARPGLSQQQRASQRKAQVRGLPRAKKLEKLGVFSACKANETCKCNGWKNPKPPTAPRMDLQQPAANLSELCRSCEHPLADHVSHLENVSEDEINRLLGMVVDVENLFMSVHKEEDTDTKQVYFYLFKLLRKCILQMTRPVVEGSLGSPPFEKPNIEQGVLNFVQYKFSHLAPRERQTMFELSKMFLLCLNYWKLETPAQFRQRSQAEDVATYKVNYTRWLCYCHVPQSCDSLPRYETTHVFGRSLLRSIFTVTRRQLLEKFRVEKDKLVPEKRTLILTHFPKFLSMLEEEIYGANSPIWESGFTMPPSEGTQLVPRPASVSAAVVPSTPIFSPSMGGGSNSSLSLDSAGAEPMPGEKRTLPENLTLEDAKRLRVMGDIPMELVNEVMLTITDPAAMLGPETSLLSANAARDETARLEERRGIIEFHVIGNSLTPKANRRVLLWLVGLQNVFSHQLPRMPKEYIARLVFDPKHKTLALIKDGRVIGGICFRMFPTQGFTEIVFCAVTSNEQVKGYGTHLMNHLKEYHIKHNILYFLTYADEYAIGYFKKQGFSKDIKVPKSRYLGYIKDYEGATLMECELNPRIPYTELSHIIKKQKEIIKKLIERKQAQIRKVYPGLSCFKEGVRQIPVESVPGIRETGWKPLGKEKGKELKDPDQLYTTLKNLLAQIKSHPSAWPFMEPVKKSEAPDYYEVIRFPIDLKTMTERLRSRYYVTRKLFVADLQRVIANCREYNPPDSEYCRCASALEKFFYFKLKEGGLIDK
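GCN5L2 (20 nM) in 50mM HEPES pH 7.5, 0.1mM EDTA, 0.01% Tween-20 preincubated 15 min with compounds at room temperature. Reaction started with H3(1-25) 75uM, acetyl-CoA 70uM, ThioGlo1 50uM; CoA-thiol fluorescence (Ex340/Em540) read at 0 and 20 min.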
FEN1 inhibitor = human FEN1 inhibition. Recombinant FEN1 flap cleavage, fluorescence, 15 min. Potency, µM (titrated, usually from 114 µM), inactives show at the highest dose activity change, negative = inhibition, actives largely listed as inhibitors. hit rate 0.35% among 390,000; note: nearly all actives have a fitted effect of over 65% in size
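Read-out was taken twice, immediately and after 15 min, following addition of 50 nM substrate to 10 nM FEN1 that had sat with test compound for 15 min at room temperature. Curves came from a four-parameter Hill model.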
* marks the source's active call; other numbers are inactive results; ? = inconclusive; · = not tested or not shown; [ ] = remark or other dose. Calls come from the whole dose curve; as a rule, active = well fitted curve in the direction sought with a large enough effect; inconclusive = small, poorly fitted or top-dose-only effect, or another doubt; inactive = no such curve, though single readings can be large; an effect the other way counts as inactive or inconclusive. Unless noted, % is set by controls: 0 for no effect and ±100 for the full control effect; potency is the fitted concentration of half-maximal effect.

SMILES	N370S GC	KAT2A inh	FEN1 inhibitor
COc1ccccc1NC(=S)NCc1ccc(S(N)(=O)=O)cc1	0%	3%	5%
Cc1ccc(C)c(-n2nnnc2Sc2nnnn2-c2ccccc2)c1	21%	-5%	-10%
O=C(O)c1ccccc1N(Cc1ccccc1)C(=O)COc1ccccc1	11%	-3%	-15%
CSc1ccccc1NC(=O)CSCc1ccc(C)cc1	-1%	-14%	-18%
CCOC(=O)Cn1c2ccccc2c2nc3ccccc3nc21	13%	-7%	-3%
O=[N+]([O-])c1cccnc1Oc1cccnc1	1%	-1%	-2%
COc1ccc(-c2nn(-c3ccccc3)cc2C(=O)NCC(c2cccs2)N2CCOCC2)cc1 (stereo not drawn)	-6%	?	10%
COc1ccc(C(CNC(=O)c2ccc(S(=O)(=O)Nc3ccc(F)cc3)cc2)N(C)C)cc1 (stereo not drawn)	-16%	-1%	-7%
Cc1ccc(C)c(S(=O)(=O)N/N=C/c2cccnc2)c1	-2%	1%	-6%
Cc1ccc(NC(=O)Cn2c(=O)n(CCCCCC(=O)NCc3ccc(F)cc3)c(=O)c3sccc32)cc1C	·	-3%	-4%
COc1ccc(C(=O)Nc2ccc(-c3n[nH]c(=S)o3)cc2)cc1	-6%	-28%	-23%
CC(C)C(=O)OCc1cc(=O)n2nc(C3CC3)sc2n1	·	-28%	-6%
Cc1c(Cl)cccc1NC(=S)Nc1ccccn1	8%	-2%	6%
O=C1OC(/C(=C\Nc2cc(Cl)ccc2O)[N+](=O)[O-])c2ccccc21 (stereo not drawn)	3%	-13%	-7%
Cc1nc2cncnc2n(Cc2ccc(F)cc2)c1=O	2%	-8%	·
CCN(Cc1ccccc1)S(=O)(=O)c1ccc(C(=O)N(CCCN(C)C)c2nc3cc4c(cc3s2)OCCO4)cc1	?	1%	-14%
CC(=O)Nc1ccc(C(=O)NCC2CCCCC2)cc1	-7%	15%	23%
O=c1cnnc(NCc2ccccc2)[nH]1	-7%	0%	-9%
Cc1ccsc1C(=O)OCc1cc(=O)n2ccsc2n1	·	-2%	-4%
Cc1onc(-c2ccc(Cl)cc2Cl)c1-c1csc(N/N=C/c2ccccc2)n1	-2%	-7%	-6%
O=C(CN1C(=O)COc2ccccc2C1=O)c1ccc2c(c1)OCCO2	2%	-3%	14%
O=C1CCCCCN1Cc1nnc(SCc2nc3ccccc3s2)n1-c1ccccn1	12%	-3%	-10%
Cc1ccc(N(CC(N)=O)C2SC(=O)N(Cc3ccccc3)C2=O)cc1 (stereo not drawn)	3%	-10%	1%
CCOc1ccc(CCNC(=O)C2CCN(S(=O)(=O)CC)CC2)cc1OCC	5%	24%	-3%
Cc1ccc(S(=O)(=O)C(CNC(=O)C(=O)NCc2ccc(Cl)cc2)c2cccs2)cc1 (stereo not drawn)	·	-3%	-2%
Cc1ccc(Cn2c(C(=O)NCCCN3CCOCC3)cc3sccc32)cc1	-17%	-4%	14%
O=C1ON=C(c2ccc([N+](=O)[O-])cc2)/C1=C/c1ccccc1O	-3%	?	9%
Cc1cc2cc(CN(Cc3ccco3)C(=O)C3CCCCC3)c(=O)[nH]c2cc1C	18%	2%	16%
CCCCCCC#Cc1ccc2c(c1)COc1c3ccccc3nn1-2	6%	-12%	-13%
O=C(Cn1nnc(-c2ccccc2Cl)n1)N/N=C/c1ccc2c(c1)OCO2	7%	-6%	-5%
NS(=O)(=O)c1ccc(N=Cc2ccc(Br)s2)cc1	0%	-6%	-2%
CC1CCN(C(=O)CCCC(=O)O)CC1	4%	-3%	-1%
CCOc1ccc(-n2nnnc2SCC(=O)NNC(=O)c2ccco2)cc1	9%	-11%	-1%
O=C(Nc1cc(Oc2ccccc2)cc([N+](=O)[O-])c1)C12CC3CC(C1)CC(n1cnc(Cl)n1)(C3)C2	?	-13%	-6%
CCOC(=O)/C(N=Nc1ccc(C(=O)O)cc1[N+](=O)[O-])=C(\C)O	-7%	-16%	12%
Cc1ccccc1C(=O)N1CCc2ccccc2C1	15%	1%	-13%
CCC(C)(C)NC(=O)C(c1ccc(C)cc1)N(CC1CCCO1)C(=O)CCC(=O)Nc1ccccn1 (stereo not drawn)	-14%	-1%	4%
COc1ccc(CCNC(=O)C(=O)NCC2OCCN2C(=O)c2ccc(Cl)cc2)cc1OC (stereo not drawn)	-1%	2%	-5%
N/C(=N\OC(=O)COc1cc(Cl)c(Cl)cc1Cl)c1ccncc1	-2%	-5%	-3%
COCCCn1c(=O)c2sccc2n(Cc2cccc(C)c2)c1=O	-12%	-6%	-5%
O=C(COC(=O)c1c(F)cccc1F)Nc1ccccc1OC(F)F	-5%	-1%	0%
Cc1ccc(NC(=O)CC2Sc3ccccc3NC2=O)c(Br)c1 (stereo not drawn)	·	-16%	14%
Cc1c(C(=O)c2ccc(Cl)cc2[N+](=O)[O-])c2ccccn2c1CCC#N	-18%	-16%	-5%
Cn1c(N)c(C(=O)CSc2nn(-c3ccc(F)cc3)c(=S)s2)c(=O)n(C)c1=O	·	-12%	-16%
CCNC(=O)c1c(NC(=O)Cc2coc3cc(C)cc(C)c23)sc2c1CCCC2	·	0%	0%

Compound profiles, as listed above. Screens in order: N370S GC | KAT2A inh | FEN1 inhibitor
COCCCn1c(=O)c2sccc2n(Cc2cccc(C)c2)c1=O as listed: -12% | -6% | -5%
O=C(Nc1cc(Oc2ccccc2)cc([N+](=O)[O-])c1)C12CC3CC(C1)CC(n1cnc(Cl)n1)(C3)C2 as listed: ? | -13% | -6%
Cn1c(N)c(C(=O)CSc2nn(-c3ccc(F)cc3)c(=S)s2)c(=O)n(C)c1=O as listed: · | -12% | -16%
Cc1ccc(NC(=O)CC2Sc3ccccc3NC2=O)c(Br)c1 (stereo not drawn) as listed: · | -16% | 14%

Quoted at random: three compounds from above
SMILES	N370S GC	KAT2A inh	FEN1 inhibitor
CCOc1ccc(-n2nnnc2SCC(=O)NNC(=O)c2ccco2)cc1	9%	-11%	-1%
Cn1c(N)c(C(=O)CSc2nn(-c3ccc(F)cc3)c(=S)s2)c(=O)n(C)c1=O	·	-12%	-16%
CCC(C)(C)NC(=O)C(c1ccc(C)cc1)N(CC1CCCO1)C(=O)CCC(=O)Nc1ccccn1 (stereo not drawn)	-14%	-1%	4%

Further results follow:
SMILES	N370S GC	KAT2A inh	FEN1 inhibitor
Cc1ccc(C(C)C)c(O)c1	-7%	-17%	16%
COc1ccc2cnn(-c3ccc(C)cc3)c(=O)c2c1OC	10%	2%	0%
CC(C)c1ccc(NC(=O)C(Cc2ccccc2)n2cccc2)cc1 (stereo not drawn)	·	-8%	-20%
CC(=O)c1ccc(N2CCN(C(=S)Nc3cccc(F)c3)CC2)cc1	-2%	1%	-6%
COc1ccc2nc(C)[nH]c(=O)c2c1	8%	-1%	8%
COCCn1c(=NC(=O)c2ccc(S(=O)(=O)N3CCc4ccccc4C3)cc2)sc2cc(S(N)(=O)=O)ccc21	15%	-13%	-3%
CCCCCCCCC(C)O (stereo not drawn)	-3%	15%	·
O=C(Nc1ncc(Cc2ccccc2Cl)s1)c1ccc2c(c1)CC(c1ccccc1)OC2=O (stereo not drawn)	·	-3%	-1%
COc1cccc(N2CCN(C3OC(=O)c4ccccc43)CC2)c1 (stereo not drawn)	0%	-1%	7%
C=CCc1cc(/C=C2/NC(=O)NC2=O)cc(OCC)c1O	-8%	-5%	9%
O=C(/C=C/c1ccccc1)NCCS(=O)(=O)N1CCN(c2ccccc2)CC1	-17%	-20%	0%
CCN(CC)S(=O)(=O)c1ccc(C(=O)NCC(c2cccs2)N2CCOCC2)cc1 (stereo not drawn)	2%	3%	2%
Cc1cccc[n+]1CCCCCCCCCC[n+]1ccccc1C	-14%	-6%	-4%
CC(C)(C)NC(=O)C(Cc1ccccc1)NS(=O)(=O)c1cccc2nsnc12 (stereo not drawn)	7%	0%	1%
COCCCn1c(SCC(=O)NC2CCCCC2)nnc1-c1ccco1	-16%	-5%	-17%

Filtered by structure, the entries above containing an NH in an aromatic ring
SMILES	N370S GC	KAT2A inh	FEN1 inhibitor
COc1ccc(C(=O)Nc2ccc(-c3n[nH]c(=S)o3)cc2)cc1	-6%	-28%	-23%
O=c1cnnc(NCc2ccccc2)[nH]1	-7%	0%	-9%
Cc1cc2cc(CN(Cc3ccco3)C(=O)C3CCCCC3)c(=O)[nH]c2cc1C	18%	2%	16%
COc1ccc2nc(C)[nH]c(=O)c2c1	8%	-1%	8%

The list continues.
SMILES	N370S GC	KAT2A inh	FEN1 inhibitor
CC[C@]12c3[nH]c4cc(-c5ccco5)ccc4c3CCN1C(=O)[C@@H](CC(=O)NCc1ccco1)C[C@@H]2C(=O)N1CCN(C(=O)c2ccco2)CC1	·	-5%	-13%
COc1ccc(Cl)cc1NC(=O)CSc1nnc(COc2ccccc2)n1N	7%	-16%	-11%
COc1ccc(Cl)cc1C(=O)N/N=C/c1ccc(N2CCOCC2)cc1	0%	-13%	6%
CC(=O)N1CCc2ccc(C(=O)CN3CCN(c4cccc(C)c4C)CC3)cc21	-6%	-16%	·
CCCCC1=CC2=CC(=O)C(C)(OC(=O)CC)C(=O)C2=CN1C1CCCCC1 (stereo not drawn)	-21%[12.8 µM]	0%	-12%
COc1ccc(C(=O)NCc2nnc(SCC(=O)N3CCc4ccccc43)o2)cc1OC	6%	-2%	-6%
Cc1ccc(C(=O)N2CCC(C(=O)Nc3cccc([N+](=O)[O-])c3)CC2)cc1	-8%	1%	9%
COc1ccc(Cn2c(SCc3ccc(C(=O)NCc4cccs4)cc3)nc3ccncc32)cc1	·	-7%	10%
CC(C)NC(=O)c1onc(CSc2ccccc2)c1C(=O)O	·	-8%	36%
COc1ccccc1N1CCN(C(=O)c2cccc(N3C(=O)NC4CC3(C)Oc3c(OC)cccc34)c2)CC1 (stereo not drawn)	-7%	-1%	14%
COC(=O)C1CCN(C(=O)Cc2ccc(C)cc2)CC1	1%	1%	6%
COc1ccc(F)cc1S(=O)(=O)NCC(c1ccco1)S(=O)(=O)c1ccc(F)cc1 (stereo not drawn)	·	-5%	3%
Cc1cc(C)n2nc(SCCCC(=O)c3ccc(F)cc3)nc2n1	-5%	1%	7%
CCOc1ccc(C(CC(=O)O)NC(=O)C2c3ccccc3Oc3ccccc32)cc1 (stereo not drawn)	-1%	-4%	0%
Cc1ccc(-c2noc(CCC(=O)NCCCN3CCN(c4cccc(Cl)c4)CC3)n2)cc1	-20%	-13%	2%
COc1cccc(Cn2c(=O)c(-c3ccc(Cl)cc3)nc3cnc(N4CCN(C)CC4)nc32)c1	-23%	-11%	·
O=C1OC[C@H]2CCCN2C(=O)[C@@H](CC(=O)N(CCO)Cc2ccccc2)C/C=C\CC[C@H]1Cc1ccc(F)cc1	·	0%	13%
O=C(CSc1ccc2c(c1)OCCO2)NCc1ccccc1	-9%	-2%	1%
CCOc1ccccc1NC(=O)N1CCC2(CC1)Oc1ccccc1C(=O)N2Cc1ccccc1F	·	-10%	11%
C/C(=N\NC(=O)c1ccccc1)C1C2C=CC(C2)C1(C)C (stereo not drawn)	-1%	-6%	5%
OC1(C#CCN2CCCC2)c2ccccc2-c2ccccc21	-25%	?	-6%
COc1cc(-c2noc(CSc3nc(-c4ccc(F)cc4)cc(=O)[nH]3)n2)cc(OC)c1OC	·	-20%	9%
CC(=O)N1CCc2cc(Br)cc(S(=O)(=O)N3CCC(C(=O)Nc4cccc(C)c4C)CC3)c21	·	-7%	19%
COCCCNC(=O)CCS(=O)(=O)Cc1ccc(C)cc1	-9%	?	0%
CC(C)Nc1nnc(SCC(=O)N2CCN(C(=O)c3ccco3)CC2)s1	·	-4%	2%
CCn1cc(C(=O)NCCCN2CC(C)CC(C)C2)c(=O)c2cc(S(=O)(=O)N(C)C)ccc21 (stereo not drawn)	-17%	2%	25%
COc1ccc(OCC(=O)NCc2ccc3c(c2)CCN3C(=O)c2cccc(C)c2)cc1	·	-10%	-14%
CCN(CCCNC(=O)c1cc2c(=O)[nH]c3ccc(C)cc3c2s1)Cc1ccccc1	·	-7%	?
COc1ccc(-c2c[n+]3c4n2CCCCC4=C(c2ccccc2)C3)cc1	-4%	-23%	-1%

Screens from PubChem BioAssay.
